Compound activity from PubChem.
S-ASM inh: Inhibitors of Secretory Acid Sphingomyelinase (S-ASM): qHTS. AID 504937, 2011. Sphingomyelin phosphodiesterase (Homo sapiens), P17405. 340,000 tested, 0.006% active. Potency, µM (titrated, usually from 57.5 µM), without a hit: top-dose activity change, negative = inhibition, hits mostly inhibitors. placental ASM, HMU-PC fluorogenic substrate, 60 min; also: potency is read from the fitted curve at half-maximal effect
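Fluorogenic HMU-PC substrate (9 uM final) is turned over by placental ASM in 60 min at 37 C after a 10 min compound preincubation. Reaction ended by alkaline stop (pH 10), with fluorescence read at 386/447 nm.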
Integrin act MD: qHTS for Activators of Integrin-Mediated Alleviation for Muscular Dystrophy. alpha7betagal myoblasts, beta-gal FDG fluorescence, 48 h. Potency, µM (top dose mostly 38.3 µM), inactives show at the highest dose activation, hits mostly activators. 350,000 tested, 0.064% active. AID 624291, 2012;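 also: potency is read from the fitted curve at half-maximal effect; 100% = response of the positive control SU9516; nearly all actives have a fitted effect of over 60% in size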
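Alpha7betagal+/- myoblasts (passage 13) were plated 16-24 hr, then exposed to compounds (1:260 dilution of DMSO stock) for 48 hours at 37C. After MPER lysis, β-galactosidase reporter activity was read as FDG fluorescence (ex 480/em 540) after 30 minutes.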
TSHR antagonist: Antagonists of the Thyroid Stimulating Hormone Receptor: HTS campaign. activity change, negative = inhibition, % at 11.5 µM. AID 504810, 2011. Thyrotropin receptor (Homo sapiens), P16473. TSHR-expressing cells, TSH-stimulated cAMP HTRF, 2 h; stronger effect = lower value. 330,000 tested, 0.2% active;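 active = activity change below a set negative limit, meaning inhibition stronger than a set level, cut at about -70% in these data; inconclusive = activity change between two set negative limits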; also: % is scaled to controls: 0 for no effect and ±100 for the full control effect
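Freshly harvested TSHR cells receive pin-tooled compound, then EC80 TSH at 4nM final. After 2 hours at 37 deg C, antibody in lysis buffer and cAMP-d2 are added; 30 minutes at ambient temperature precede the HTRF read.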
MBNL1-CUG inh: qHTS Assay for Inhibitors of MBNL1-poly(CUG) RNA binding; Muscleblind-like protein 1 (Homo sapiens), Q9NR56; 280,000 tested, 0.036% active; AID 2675, 2010; Potency, µM (series often up to 57.5 µM), without a hit: at the highest dose activity change, negative = inhibition, actives largely listed as inhibitors; TR-FRET MBNL1-His/biotin-(CUG)12 binding, 665/545 ratio; active = well fitted inhibition curve with a large enough effect in the signal ratio, with a control signal flat, not every such curve was filed as active; inconclusive = small, poorly fitted or top-dose-only effect, or effect the other way, or a change in a side signal; inactive = no such curve, though single readings can be large or run the other way; the % refers to the signal ratio; also: potency is read from the fitted curve at half-maximal effect; % is scaled to controls: 0 for no effect and ±100 for the full control effect
Target sequence (Q9NR56 whole entry, looked up): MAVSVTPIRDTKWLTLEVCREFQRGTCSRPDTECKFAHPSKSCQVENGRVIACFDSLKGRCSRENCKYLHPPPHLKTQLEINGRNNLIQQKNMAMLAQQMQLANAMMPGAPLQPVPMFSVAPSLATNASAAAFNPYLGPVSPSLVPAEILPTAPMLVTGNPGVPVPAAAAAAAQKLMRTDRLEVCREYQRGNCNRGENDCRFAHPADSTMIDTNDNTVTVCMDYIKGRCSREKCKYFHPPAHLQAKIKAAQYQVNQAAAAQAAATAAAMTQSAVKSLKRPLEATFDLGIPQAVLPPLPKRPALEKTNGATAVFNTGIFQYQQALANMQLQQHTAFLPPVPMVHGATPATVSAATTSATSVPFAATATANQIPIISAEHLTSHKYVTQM
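TR-FRET readout: Ex 340 nm, 665/545 nm emission ratio, normalized to buffer-only (basal) and MBNL1-(CUG)12 controls. Complex of MBNL1-His with Biotin-(CUG)12, compounds 92 nM–58 uM, incubated 60 min at room temperature.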
TCR activator: Activators of T cell receptors: qHTS campaign; Potency, µM (highest dose often 9.22 µM), for the others: at the highest dose activation of IL-2 secretion, hits mostly activators; primary human leukocytes, anti-CD3, IL-2 HTRF, 48 h; 330,000 tested, under 10 active; also: % of control where 0% means no effect
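Compounds are tested in HTS on primary human leukocytes co-incubated with a-CD3 beads for 48 hr. IL-2 output is measured by time-resolved FRET.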
A-T KAP1 phos: qHTS Assay for Identifying a Potential Treatment of Ataxia-Telangiectasia; […] A-T fibroblasts, KAP-1 phosphorylation AlphaLISA; neocarzinostatin DNA damage 30 min before lysis; Potency, µM (highest dose often 57.5 µM), for inactives: at the top dose activation, actives largely listed as activators; 320,000 tested, 0.19% active; AID 485349, 2010; also: potency is read from the fitted curve at half-maximal effect; % of control where 0% means no effect; nearly all actives have a fitted effect of over 45% in size
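ATM-like activity read as KAP-1 phosphorylation via AlphaLISA donor/acceptor antibody pairs after lysis and 6 hr at 25C. Cells were ATM-null patient fibroblasts ([…], hTERT), dosed 60 min, then exposed to the DSB inducer NCS for 30 min.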
Menin MLL FP TR: qHTS Assay for Inhibitors Targeting the Menin-MLL Interaction in MLL Related Leukemias: Competition With Texas Red Labeled MLL-derived Mutant Peptide | O00255 | Menin + Texas Red MLL mutant peptide, fluorescence polarization | Potency, µM (titrated, usually from 61.6 µM), without a hit: at the highest dose FP activity change, negative = inhibition, actives largely listed as inhibitors | 270,000 tested, 0.23% active; active = well fitted inhibition curve with a large enough effect in the polarisation, with a control signal flat, not every such curve was filed as active; inconclusive = small, poorly fitted or top-dose-only effect, or effect the other way, or a change in a side signal; inactive = no such curve, though single readings can be large or run the other way; the % refers to the polarisation; also: potency is read from the fitted curve at half-maximal effect; % of control where 0% means no effect; many of its hits are not listed in these tables
PTAP TSG101 blk: qHTS Assay for Iinhibitors of HIV-1 Budding by Blocking the Interaction of PTAP/TSG101; Tumor susceptibility gene 101 protein (Homo sapiens), Q99816; Fluorescence polarization, FITC-PTAP peptide / Tsg101 binding; Potency, µM (series often up to 115 µM), for the others: at the highest dose activity change, negative = inhibition, actives largely listed as inhibitors; 340,000 tested, under 10 active; active = well fitted inhibition curve with a large enough effect in the main read-out, with a control signal flat, not every such curve was filed as active; inconclusive = small, poorly fitted or top-dose-only effect, or effect the other way, or a change in a side signal; inactive = no such curve, though single readings can be large or run the other way; also: potency is read from the fitted curve at half-maximal effect; % of control where 0% means no effect
Target sequence (Q99816 whole entry, looked up): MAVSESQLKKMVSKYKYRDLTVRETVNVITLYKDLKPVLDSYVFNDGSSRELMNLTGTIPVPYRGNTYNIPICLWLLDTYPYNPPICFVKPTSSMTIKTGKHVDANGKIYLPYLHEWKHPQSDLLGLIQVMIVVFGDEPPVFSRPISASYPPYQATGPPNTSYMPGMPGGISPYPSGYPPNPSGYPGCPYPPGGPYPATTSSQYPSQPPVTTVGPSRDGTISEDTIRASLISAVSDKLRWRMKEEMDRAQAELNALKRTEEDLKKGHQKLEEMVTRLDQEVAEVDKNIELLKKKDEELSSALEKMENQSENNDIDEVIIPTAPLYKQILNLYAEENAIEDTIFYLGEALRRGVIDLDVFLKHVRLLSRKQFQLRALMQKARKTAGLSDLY
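FP read-out: FITC-PTAP peptide, 50 nM final, binding Tsg101 binding domain, 10 uM final; 20 min, r.t.; 10 mM HEPES pH 7.5, 0.15 M NaCl, 0.01% Tween 20, 3 mM EDTA, 0.1 mM TCEP.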
CXXC DNA block: qHTS Fluorescence Polarization Assay for Inhibitors of MLL CXXC domain - DNA interaction; Histone-lysine N-methyltransferase 2A (Homo sapiens), Q03164; MLL-CXXC / FITC-HOXA9 DNA fluorescence polarization; Potency, µM (doses to about 115 µM), inactives show top-dose activity change, negative = inhibition, most hits filed as inhibitors; 290,000 tested, 0.037% active; AID 2662, 2010; active = well fitted inhibition curve with a large enough effect in the polarisation, with a control signal flat, not every such curve was filed as active; inconclusive = small, poorly fitted or top-dose-only effect, or effect the other way, or a change in a side signal; inactive = no such curve, though single readings can be large or run the other way; the % refers to the polarisation; also: potency is read from the fitted curve at half-maximal effect
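Purified MLL-CXXC (added from a 7 uM solution) was preincubated 5 min at ambient with pinned compounds in 50 mM Tris-HCl pH 7.5, 50 mM NaCl, 1 mM DTT, 0.05% BSA. Fluorescein-labeled HOX-A9 DNA (50 nM solution) followed, 30 min, then polarization read.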
Mito fusion act: qHTS Assay for Small Molecule Inhibitors of Mitochondrial Division or Activators of Mitochondrial Fusion. S. cerevisiae fusion-defective mutant growth rescue, CellTiterGlo 48 h. Potency, µM (top dose mostly 46.1 µM), without a hit: at the top dose growth rescue (activation), actives largely listed as activators. 320,000 tested, 0.23% active;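 also: potency is read from the fitted curve at half-maximal effect; % of control where 0% means no effect; nearly all actives have a fitted effect of over 45% in size; temperature-sensitive fusion mutants such as fzo1-1 at 37 °C on non-fermentable ethanol glycerol medium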
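S. cerevisiae fusion-defective temperature-sensitive mutants (e.g. fzo1-1, mgm1-5) grown 48 h at 37C in YPEG (ethanol/glycerol non-fermentable) medium with 23 nl compound per well; growth rescue read as CellTiterGlo luminescence.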
* = called active by the depositor; u = inconclusive; x = no result given; & = joins results of further samples; [ ] = dose if it differs, or a comment. Unless noted, calls follow the shape of the dose curve; as a rule, active = well fitted curve in the direction sought with a large enough effect; inconclusive = small, poorly fitted or top-dose-only effect, or another doubt; inactive = no such curve, though single readings can be large; an effect the other way counts as inactive or inconclusive. Only part of the results is shown. The share of hits here may be higher or lower than overall.

No.	Structure	S-ASM inh	Integrin act MD	TSHR antagonist	MBNL1-CUG inh	TCR activator	A-T KAP1 phos	Menin MLL FP TR	PTAP TSG101 blk	CXXC DNA block	Mito fusion act
1	FC(F)(F)c1cc(Oc2ccccc2)ncc1-c1nnc(-c2ccccc2Cl)o1	5%	2%	-5	x	-1%	11%	x	-1%	0%	2%
2	CCS(=O)(=O)n1nc(-c2ccc(OC)cc2)nc1SC	-3%	-8%	5	-4%	5%	8%	1%	1%	6%	-1%
3	CC(=O)Nc1ccc(S(=O)(=O)NNC(=O)c2cccc(Br)c2)cc1	0%	0%	7	-26%	6%	-1%	-3%	1%	-5%	-5%
4	O=C(c1cc([N+](=O)[O-])ccc1Cl)N1CCN(c2ccccc2)CC1	0%	18%	11	30%	3%[46.1 µM]	-1%	1%	1%	1%	5%
5	NNC(=O)c1ccc(CN2CCCCC2)o1	2%	-5%	10	4%	5%	-2%	-5%	-2%	-6%	0%
6	CCCN(Cc1ccc(N(CC)CC)cc1)CC1CC1	-1%	-5%	-5	-3%	7%	-1%	-2%	-4%	11%	-1%
7	CC(=O)Nc1ccc(N/C=C/C(=O)c2ccc(C)o2)cc1	-5%	-7%	2	u	x	-1%	7%	-5%	12%	-3%
8	CN(CC(=O)NCCc1ccc(S(N)(=O)=O)cc1)CC(=O)Nc1ccc(Cl)c(C(F)(F)F)c1	-3%	-34%	x	x	0%	x	x	-2%	x	x
9	COc1ccc(NC(=S)Nc2cccnc2)c(OC)c1	-2%	-5%	0	-5%	-1%	-1%	-13%	-3%	3%	3%
10	Oc1ccc(COCc2ccccc2)c2cccnc12	5%	-35%	-10&18	u	-7%	-8%&-2%	4%	-2%	-4%	10%&7%
11	CC(C)CCNC(=O)c1cnn2c(C(F)(F)F)cc(-c3ccco3)nc12	66%[activator]	-17%	18	u	0%	4%	u	-10%	-8%	1%
12	O=C(Cc1coc2ccc3ccccc3c12)Nc1nnc(C2CC2)s1	-1%	9%	13	10%	-2%	-2%	u	-2%	4%	1%
13	CC(C)(C)c1ccc(C(=O)N/C(=C\c2ccco2)C(=O)O)cc1	-1%	3%	-3	4%	-6%	1%	14%	-4%	-21%	0%
14	O=C(NC1CCCCC1)NC1CCN(C(=S)NCc2ccco2)CC1	4%	-18%	-6	-10%	3%	-3%	15%	-2%	13%	0%
15	Cc1ccc(CCNC(=O)C2CCC(=O)N(Cc3ccccc3F)C2)o1 (stereo not drawn)	1%	-10%	0	-4%	2%	5%	x	-5%	0%	3%
16	Cc1ccc(-n2nnnc2SCC(N)=O)c(C)c1	0%	-2%	-9	1%	4%	-3%	22%	-4%	8%	-14%
17	COc1ccc(/C=N/NC(=O)c2ccccc2)cc1CN1CCN(c2ccc(F)cc2)CC1	-2%	2%	6	-3%	-7%	8%	1%	1%	29%	-3%
18	COc1ccc(N(CC(=O)NC2CCCCC2)C(=O)CCC(=O)Nc2nc(C)cs2)cc1OC	-3%	13%	-6	-6%	-6%	3%	-11%	0%	-3%	2%
19	O=c1[nH][nH]c(-c2ccccc2)c1C=Nc1cccc(Cl)c1	-2%	11%	5	15%	4%	4%	-22%	-9%	-4%	-1%
20	COc1ccc(C(=O)c2ccc3oc(-c4ccc(OC)cc4)c(-c4ccc(O)cc4)c3c2)cc1	1%	21%	20	x	-2%	4%	x	x	x	x
21	Cc1ccccc1NC(=O)c1cnc2ccccn2c1=O	4%	3%	20	6%	-1%	-5%	0%	-5%	-3%	1%
22	O=C(Nc1nc(-c2ccc(S(=O)(=O)N3CCCC3)cc2)cs1)c1ccco1	-11%	3%	-14	12%	2%	4%	-15%	-4%	20%	28%
23	CCOc1cc2[nH]c(=S)n(CCCC(=O)NCc3ccccn3)c(=O)c2cc1OCC	0%	8%	13	0%	2%	-2%	x	-3%	56%[activator]	0%
24	CN(C)C(=O)CSc1n[nH]c(=O)[nH]c1=O	1%	-9%	3	-4%	-4%	3%	10%	-3%	-7%	3%
25	CCCC(=O)N/C(N)=N/c1nc(C)c2cc(C)ccc2n1	15%	-1%	-3	x	-2%	-3%	x	-7%	-11%	-1%

Profiles, quoted from the list. Screens in order: S-ASM inh, Integrin act MD, TSHR antagonist, MBNL1-CUG inh, TCR activator, A-T KAP1 phos, Menin MLL FP TR, PTAP TSG101 blk, CXXC DNA block, Mito fusion act
`COc1ccc(N(CC(=O)NC2CCCCC2)C(=O)CCC(=O)Nc2nc(C)cs2)cc1OC` as listed: -3%, 13%, -6, -6%, -6%, 3%, -11%, 0%, -3%, 2%
`CCCN(Cc1ccc(N(CC)CC)cc1)CC1CC1` as listed: -1%, -5%, -5, -3%, 7%, -1%, -2%, -4%, 11%, -1%
`CC(=O)Nc1ccc(N/C=C/C(=O)c2ccc(C)o2)cc1` as listed: -5%, -7%, 2, u, x, -1%, 7%, -5%, 12%, -3%

The results go on.
No.	Structure	S-ASM inh	Integrin act MD	TSHR antagonist	MBNL1-CUG inh	TCR activator	A-T KAP1 phos	Menin MLL FP TR	PTAP TSG101 blk	CXXC DNA block	Mito fusion act
26	O=C1C(c2ccccc2)=[N+]([O-])c2ccccc21	-1%	-41%	2	x	-4%	-1%	x	0%	x	2%
27	NC(=O)C1CCN(c2nc(-c3ccc4occc(=O)c4c3)cs2)CC1	-1%	x	15&-7	x	-6%	10%&5%	x	1%	x	-3%
28	COc1ccccc1C(=O)Nc1cc2c(cc1C(=O)O)OCCCO2	-1%	u	10	-4%	-1%	-1%	6%	2%	-3%	0%
29	Cc1cc(C)c(C)c(S(=O)(=O)NCC(=O)Nc2ccccc2F)c1C	-5%	u	1	-6%	5%	x	2%	1%	9%	4%
30	COc1ccc(Nc2nc(C)cc(C)c2C#N)cc1	16%	u	2	0%	8%	-7%	-23%	-6%	8%	9%
31	Cn1c(SCC(=O)NCC2CCCO2)nnc1-c1ccc(S(=O)(=O)N2CCCC2)cc1 (stereo not drawn)	1%	3%	-2	-11%	-1%	1%	-12%	-3%	-3%	1%
32	CC(C)C1(C(C)C)OC(=O)c2ccccc21	0%	16%	-1	0%	3%[46.1 µM]	-6%	-12%	-7%	1%	-3%
33	Cc1ccc(N2CC(C(=O)N3CCN(c4ccccn4)CC3)CC2=O)cc1 (stereo not drawn)	-2%	-3%	x	x	-2%	x	x	-1%	x	x
34	Cn1c(=O)oc2cc(S(=O)(=O)NCCC(=O)N3CCc4ccccc4C3)ccc21	-4%	17%	-8	-3%	-1%	3%	0%	3%	6%	1%
35	CCOc1ccc(N2C(=O)CC(NCC3CCCO3)C2=O)cc1 (stereo not drawn)	4%	27%	18	9%	0%	1%	15%	0%	2%	4%
36	COc1cc(/C=N/N(c2ccccc2)c2ccccc2)ccc1O	-14%	-57%[inhibitor]	13	5%	x	2%	u	-2%	1%	-27%
37	O=c1[nH]c(C(F)(F)C(F)(F)C(F)(F)F)no1	0%	-14%	x	x	0%	x	x	-4%	x	x
38	NC(=O)CSc1nnc(-c2ccccn2)n1N	2%	7%	-2	-7%	3%	11%	x	-2%	4%	4%
